High-throughput results from PubChem BioAssay.
FN deposition inh – inhibitors of fibronectin matrix deposition, primary screen, AH1F cells, Alexa488-fibronectin fluorescence, plate reader; inhibition, % at 12.6 µM; 350,000 compounds, 0.086% hits; AID 743247, 2014; AH1F fibroblasts, overnight;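 active = mean inhibition across replicates of 30% or more, regardless of how many single replicates reach that level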;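 note: positive control wells lacked labelled fibronectin entirely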
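Measured by – fluorescence 485/525 nm · System – AH1F fibroblast monolayer, labelled fibronectin deposition · Amount – 10000 cells per well · Buffer or medium – serum-reduced DMEM (2% serum) · Doses – single dose, pinned · Also added – fluorescent fibronectin at 24 nM final · Schedule – 1 h cell attachment, overnight exposure to compound and label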
RAD54 branch – inhibitors of human RAD54 branch migration, primary screen, biochemical, fluorescence, single point. DNA repair and recombination protein RAD54-like (Homo sapiens), Q92698. RAD54 Holliday junction branch migration, FAM/BHQ fluorescence. inhibition, % at 10.4 µM. 360,000 compounds, 0.14% hits;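 active = mean normalized replicate activity at least 40 and at least half of replicates scoring 40 or more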;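 note: 0% = median of neutral control wells and 100% = median of positive control wells; inhibitors cause a drop in the FAM fluorescence signal; in these data hits start at about 50%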
EWS-Fli block – EWS/Fli-driven NR0B1 reporter inhibitors, primary screen, A673 cells, NR0B1 luciferase, luminescence, MLPCN library | viability-normalised | inhibition, % at 12.6 µM | 350,000 compounds, 0.67% hits | AID 651661, 2012;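 active = mean inhibition of at least 50% after viability correction, with every replicate also passing that limit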;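 note: firefly luciferase signal divided by Alamar Blue viability fluorescence both relative to DMSO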
esBAF inh – Bmi1 luciferase reporter increase in mESCs, primary screen, esBAF inhibitor project, mouse ES cells, Bmi1 luciferase knock-in, single point. reporter increase, % at 12.5 µM. 24 h; 100% = twice the neutral-well signal. 350,000 compounds, 2% hits; in the data active = activation above about 40%;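 note: 0% = median of the plate's neutral control wells and 100% = double that signal; a rise in the Bmi1 reporter signal indicates esBAF inhibition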
E-sel inducer – E-selectin induction in HUVECs, primary screen, imaging, HUVEC, immunofluorescence imaging, single point | P16581 | normalized: neutral wells 0, TNF-alpha wells 100 | activation, % at 7.58 µM | 260,000 compounds, 0.37% hits;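 active = mean E-selectin-positive cell signal at least 10% of the positive control, reached in at least 60% of replicates, without over 20% cell loss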;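 note: in these data hits start at about 27%; measured in HUVEC primary endothelial cells; signal is the percent of cells scored E-selectin positive by PE staining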
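Test system – human umbilical vein endothelial cells (HUVEC), E-selectin induction · Input – 3,000 HUVEC seeded per well · Buffer or medium – EGM-2, gelatin · Compound dosing – single-point compound dose · Detection – immunofluorescence imaging · Measure – percent E-selectin-positive cells · Controls – TNF-alpha high, DMSO low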
XiGFP reactiv – activators of inactive X chromosome reactivation, primary screen, imaging, XiGFP fibroblasts, GFP high-content imaging, set 2. XiGFP mouse fibroblasts, % GFP-positive cells imaging, 3 d; cells co-treated with 5-aza-dC sensitizer; scaled so ellipticine positive control = 100%. activation, % at 7.58 µM. 360,000 compounds, 0.055% hits. AID 743238, 2013;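 active = mean normalized replicate activation at least 10% and every replicate at or above 10%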;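 note: 0% = median of on-plate neutral control wells and 100% = ellipticine 6 µM median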
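System: 68-5-11 XiGFP fibroblast line; Timing: 3 days compound exposure; Compound dosing: one concentration, pinned; Benchmarks: positive control ellipticine, 6 µM final; Buffer or medium: DMEM containing 5-aza-dC.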
S100A4 MyoIIA – inhibitors of S100A4-myosin IIA peptide binding, primary screen, biochemical, fluorescence polarization, TAMRA-MyoIIA peptide; Protein S100-A4 (Homo sapiens), P26447; inhibition, % at 10.7 µM; 360,000 compounds, 0.14% hits; AID 652163, 2013;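 active = mean inhibition of at least 70% across replicates, with every replicate also reaching that level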
Target sequence (P26447 whole entry, looked up): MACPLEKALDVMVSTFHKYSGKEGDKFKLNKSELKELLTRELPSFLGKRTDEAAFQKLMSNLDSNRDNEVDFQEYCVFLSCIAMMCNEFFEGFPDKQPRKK
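incubation = readout 5 min after mixing, signal stable up to 60 min | system = S100A4 monomer protein | buffer or medium = HEPES pH 7.2 with CaCl2, KCl, NaCl, DTT, Triton | benchmarks = neutral control DMSO, positive control TFP | also added = fluorescent myosin IIA peptide, 5 nM | compound dosing = one concentration per compound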
RAD52 inh – RAD52 DNA annealing inhibitors, primary screen, biochemical, FRET, single point, set 2 | recombinant RAD52 DNA annealing, FRET fluorescence | inhibition, % at 18.7 µM | 360,000 compounds, 0.46% hits;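 active = every replicate showing at least 50% inhibition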
Target sequence (P43351 whole entry, looked up): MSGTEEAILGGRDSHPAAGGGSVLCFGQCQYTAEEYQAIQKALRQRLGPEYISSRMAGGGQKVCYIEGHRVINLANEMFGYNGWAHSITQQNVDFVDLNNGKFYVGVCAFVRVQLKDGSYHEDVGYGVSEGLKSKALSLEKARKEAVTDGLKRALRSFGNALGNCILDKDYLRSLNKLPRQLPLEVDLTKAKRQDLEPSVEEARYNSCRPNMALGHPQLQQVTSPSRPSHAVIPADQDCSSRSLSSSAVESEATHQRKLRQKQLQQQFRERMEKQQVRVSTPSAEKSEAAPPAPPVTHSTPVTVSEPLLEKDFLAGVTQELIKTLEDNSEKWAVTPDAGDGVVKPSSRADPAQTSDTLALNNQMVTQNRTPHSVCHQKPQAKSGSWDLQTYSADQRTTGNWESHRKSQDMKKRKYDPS
* marks the source's active call; other numbers are inactive results; · = not tested or not shown.

SMILES	FN deposition inh	RAD54 branch	EWS-Fli block	esBAF inh	E-sel inducer	XiGFP reactiv	S100A4 MyoIIA	RAD52 inh
CNC[C@H]1OCCCC[C@@H](C)Oc2ccc(NC(=O)c3ccccc3)cc2C(=O)N([C@@H](C)CO)C[C@H]1C	·	7	-4	9	0.1	-0.9	-11	-63
Cc1nc2ccc(Br)cn2c1C(=O)N/N=C\c1ccccc1Cl	-4	-6	5	0	·	0.1	-6	-10
Cc1cc(NCc2ccccn2)n2ncc(-c3ccc(Cl)cc3)c2n1	18	-8	-83	·	0.0	0.3	-2	-7
COc1cc(C(=O)Nc2ccc(C(=O)c3ccncc3)cc2)cc(OC)c1OC	7	1	4	-2	-0.2	-0.1	-1	-7
CO[C@H]1CN(C)C(=O)c2ccc(NS(=O)(=O)c3ccc(C)cc3)cc2OC[C@@H](C)N(C(=O)NC(C)C)C[C@@H]1C	7	·	-1	-4	-0.2	0.4	·	·
COc1ccc(N(CCC#N)C(=O)/C(C#N)=C/c2cccs2)cc1	1	·	-3	·	·	0.4	2	-17
Cc1nc(SCC(=O)NCC2CCCO2)c2c(C)c(C)sc2n1 (configuration not stated)	5	-5	0	37	·	0.3	-5	-6
Cn1ccc2c(/C=C/c3ccc(F)cc3)cc3c(c21)C1CCC3O1 (configuration not stated)	2	-7	-10	1	5.9	0.0	2	-27
CN(CC(=O)Nc1ccc(Cl)cc1)C(=O)c1ccc(S(=O)(=O)Nc2ccccc2)cc1	5	9	7	-1	·	0.0	8	1
O=C(Nc1ccccc1F)N1CC(=O)N2[C@H](CO)[C@H](c3ccc(C#CC4CCCC4)cc3)[C@@H]2C1	-11	·	-15	·	0.0	0.1	·	10
CCc1ccc(/C=N/n2c(C3CCCCC3)n[nH]c2=S)cc1	0	-17	12	2	0.4	0.0	-1	-9
O=C1c2ccccc2NC(c2ccccc2O)N1c1ccc(F)cc1 (configuration not stated)	-16	-9	-64	34	-1.6	0.0	2	8
O=C(N[C@H]1CC[C@H](CCn2cc(-c3ccccn3)nn2)O[C@@H]1CO)c1ccccc1	·	-1	-1	9	-0.7	0.3	-1	-6
Cc1ccc(-c2nc(-c3ccncc3)no2)cc1	-4	-7	-29	1	0.1	0.1	-23	-13
O=C1OCC/C1=C\c1ccc2c(c1)OCO2	1	7	0	-11	0.2	0.1	-3	-5
O=C(CNS(=O)(=O)c1cccc2nsnc12)NCCc1ccccc1	5	-3	-6	-5	·	0.0	-1	-30
O=C(C[C@@H]1CC[C@H]2[C@@H](COC[C@H](O)CN2S(=O)(=O)c2ccccc2)O1)NCCN1CCCC1	-10	·	5	·	0.1	0.3	0	9
O=C(O)c1cccc(-n2c(-c3cnccn3)n[nH]c2=S)c1	4	-4	6	1	·	0.0	0	-3
O=C(c1ccccc1)c1ccc(-n2cnnc2)c([N+](=O)[O-])c1	4	-2	11	-2	·	0.1	-2	4
COc1ccc(NC(=O)CN(C)CC(=O)N2CC(=O)Nc3ccccc32)cc1	1	-2	3	6	2.2	0.0	1	-10
C[C@H](CO)N1C[C@H](C)[C@@H](CN(C)C)Oc2ccc(N(C)C)cc2CC1=O	·	-2	-8	-7	-3.4	0.1	-19	-2
C[C@H]1CN([C@@H](C)CO)C(=O)Cc2cc(NC(=O)Nc3cccc4ccccc34)ccc2O[C@H]1CN(C)C(=O)Nc1ccc2c(c1)OCO2	·	-1	10	2	0.0	-0.2	-3	19
O=C(Nc1ncc2c(n1)-c1ccccc1CC2)c1cccs1	0	·	-39	·	·	0.0	4	-16
CCOC(=O)c1c(-c2ccccc2)oc2cc(Br)c(O)c(C=O)c12	7	-5	9	8	0.4	0.2	-5	5
OCCC1CN(CC2CC2)CCN1Cc1ccc(F)c(F)c1 (configuration not stated)	2	1	3	-3	0.1	0.0	-1	-9
CCOC(=O)c1ccc2c(c1)[nH]c(=S)n2CC	5	-14	-39	1	2.4	0.0	-2	-6
C[C@@H]1CN([C@H](C)CO)C(=O)c2cccc(N(C)C)c2O[C@H]1CN(C)Cc1ccc(Cl)c(Cl)c1	-23	-3	-5	5	-0.2	-0.9	9	16
CO[C@H]1CC[C@@H]2CCN(C)C(=O)CC3(CCCCC3)CN(C)C(=O)c3cc(C#N)ccc3OC[C@@H]1O2	3	6	9	-5	0.2	0.2	0	-1
O=C1Nc2ccccc2/C1=C/c1ccc([N+](=O)[O-])cc1	22	·	-4	·	0.4	-0.1	-2	-1
Cc1noc(C)c1NC(=O)Nc1ccc2c(c1)CC(=O)N([C@@H](C)CO)C[C@H](C)[C@H](CN(C)Cc1ccc(Oc3ccccc3)cc1)O2	·	15	11	-3	399*	0.0	·	·
COc1ccc(OCCNC(=O)c2ccccc2Cl)cc1	1	-2	-1	-1	0.1	0.3	8	-10
C=CCn1c(NCc2ccccc2OC)nc2ccccc21	-4	2	-34	-2	-0.1	0.0	1	-13
CCOC(=O)N1CCN(C(=O)C[C@@H]2C[C@@]3(C(=O)OC)CC(C)(C)CC=C3N(Cc3ccco3)C2=O)CC1	9	·	-14	·	-0.1	0.0	1	4
O=C(CN(C(=O)c1csnn1)c1ccc(Cl)cc1)NCc1ccc2c(c1)OCO2	1	·	-16	4	-0.1	0.0	0	-13
COC(=O)C(NC(=O)c1ccccc1)C(C)(C)SCc1ccccc1 (configuration not stated)	·	-8	5	-7	0.6	0.1	-4	-2
CN(Cc1ccccn1)C(=O)c1ccc2nc(Cc3cccc(Cl)c3)oc2c1	5	-4	-7	·	-0.2	0.2	1	-1

Four of the compounds above, in markdown:
| Molecule | FN deposition inh | RAD54 branch | EWS-Fli block | esBAF inh | E-sel inducer | XiGFP reactiv | S100A4 MyoIIA | RAD52 inh |
| --- | --- | --- | --- | --- | --- | --- | --- | --- |
| CCc1ccc(/C=N/n2c(C3CCCCC3)n[nH]c2=S)cc1 | 0 | -17 | 12 | 2 | 0.4 | 0.0 | -1 | -9 |
| Cc1nc(SCC(=O)NCC2CCCO2)c2c(C)c(C)sc2n1 (configuration not stated) | 5 | -5 | 0 | 37 | · | 0.3 | -5 | -6 |
| O=C(N[C@H]1CC[C@H](CCn2cc(-c3ccccn3)nn2)O[C@@H]1CO)c1ccccc1 | · | -1 | -1 | 9 | -0.7 | 0.3 | -1 | -6 |
| CN(Cc1ccccn1)C(=O)c1ccc2nc(Cc3cccc(Cl)c3)oc2c1 | 5 | -4 | -7 | · | -0.2 | 0.2 | 1 | -1 |

(continued)
SMILES	FN deposition inh	RAD54 branch	EWS-Fli block	esBAF inh	E-sel inducer	XiGFP reactiv	S100A4 MyoIIA	RAD52 inh
O=C(Cc1ccccn1)N1CC(=O)N2[C@H](CO)[C@H](c3ccc(C#CC4CCCCC4)cc3)[C@@H]2C1	-18	·	-7	·	0.1	0.4	2	-13
O=C(c1ccc(NS(=O)(=O)c2ccc(F)cc2)cc1)N1CCCCC1	-6	·	3	·	-1.6	-0.7	1	-3
O=C(NCc1cccc(F)c1)[C@H]1[C@H](CO)[C@H]2Cn3c(cccc3=O)[C@@H]1N2C(=O)c1cnccn1	·	11	12	1	-0.3	0.2	4	-2
COCC(=O)Nc1ccc2c(c1)C(=O)N(C)[C@@H]1CC[C@@H](CC(=O)NCCc3ccccc3)O[C@@H]1CO2	-8	0	1	-3	0.0	0.2	1	3
O=C1C=C(c2ccc(Br)c3ccccc23)C[C@@H](c2ccc3c(c2)OCO3)C1	-3	-8	16	6	0.2	0.0	16	-1
O=C(N/C(=C\c1cccnc1)C(=O)N1CCC(O)CC1)c1ccccc1	3	-12	-9	0	·	0.1	0	-16
CCOc1ccc(NC(=O)CN(C)C(=O)c2cc(S(=O)(=O)N3CCCCCC3)ccc2OC)cc1OCC	2	7	6	·	-0.1	-0.1	3	-7
C[C@]12CS(=O)(=O)C[C@H]1SC(=S)N2c1ccccc1	-8	·	-1	3	0.4	0.0	6	-7
CN(C)C(=O)C[C@@H]1CC[C@H]2[C@@H](COc3ccc(NC(=O)C4CCCCC4)cc3C(=O)N2C)O1	6	0	-3	3	1.1	0.0	6	-3
Cc1ccc(C(=O)CSc2nnnn2-c2ccccc2)o1	-10	·	-23	·	-0.5	-0.8	-4	-9
CCCC(=O)Nc1ccc2c(c1)OC[C@H](C)N(S(=O)(=O)c1cn(C)cn1)C[C@H](C)[C@@H](OC)CN(C)C2=O	-5	·	-5	·	0.1	0.5	-19	-1
CC1(C)SC(C)(C)N(C=O)C1C(=O)O (configuration not stated)	10	·	3	3	·	-0.1	-6	-6
C#CCN(C[C@@H]1[C@@H](OC(=O)NC2CCCC2)[C@@H](OC(=O)NC2CCCC2)Cn2c(=O)ccc(=O)n21)S(=O)(=O)c1ccc(C)cc1	-13	10	68*	34	·	0.6	-3	-7
CC(C)(O)C#Cc1ccc([C@H]2[C@@H](CO)N3CCCCN(Cc4ccccc4F)C[C@@H]23)cc1	·	14	7	3	-0.5	0.2	-7	-12
CS(=O)(=O)N1CC2(C1)[C@@H](c1ccccc1)[C@H](CO)N2Cc1ccccn1	·	·	0	·	-0.1	0.1	13	-27
NC(=O)CC(NC(=O)c1ccccc1)c1ccc(N2CCN(c3ccccn3)CC2)c([N+](=O)[O-])c1 (configuration not stated)	8	4	-1	-1	1.2	-0.2	-1	-3
COc1ccc(C2Nc3ccccc3C(=O)N2Cc2ccccc2)cc1OC (configuration not stated)	7	-9	-1	-4	0.1	0.3	1	6
COc1ccc(OC)c(/C=C(\C)C(=O)c2c(C)cc(C)[nH]c2=O)c1	-3	3	17	·	·	0.0	-9	-9
CN(C)CCCNC(=O)C[C@H]1C=C[C@H](NS(=O)(=O)c2ccccc2)[C@@H](CO)O1	·	-2	-2	0	-2.2	-0.2	1	-10
O=C(c1ccc2[nH]c(=O)c(=O)[nH]c2c1)N1CCc2ccccc2C1	-3	-2	5	-2	·	0.0	-5	-7
COC(=O)c1cc2c(c3c4ccccc4n(S(=O)(=O)c4ccc(C)cc4)c13)C(=O)N(Cc1ccccc1)C2	3	·	17	·	0.0	0.3	-5	-28
COc1ccc(-n2ncc3c2CC(C)(C)CC3NC(=O)C2CCN(C(C)=O)CC2)cc1 (configuration not stated)	-4	-6	·	3	·	0.3	0	-7
CCCC#Cc1cnc2c(c1)C(=O)N([C@H](C)CO)C[C@H](C)[C@H](CN(C)C(=O)Cc1cccnc1)O2	-8	4	-27	2	0.3	0.3	4	-6
Nc1c(C(=O)O)nnn1Cc1ccccc1	·	-1	·	-1	·	·	0	-3
C[C@@H](CN1C2=NC[C@H](Cc3ccccc3)N2C[C@H]1Cc1ccc(O)cc1)NC(=O)CCC1CCCCC1	3	1	25	-4	-0.1	0.0	-1	24
Cc1ccc(N/C=C2\CCCCC2=O)nc1	2	-7	-19	20	0.1	0.0	-2	-16
CCCn1c(SCC(=O)NC)nc2sc3c(c2c1=O)CCC3	8	-4	12	-5	0.4	0.1	39	-8
